Source: PubChem
rCAG binder – binders of r(CAG) RNA repeats, primary screen, biochemical, fluorescence. 370,000 compounds, 1.3% hits. inhibition, % at 3 µM. r(CAG) RNA repeat, TO-PRO-1 dye displacement fluorescence;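 active = inhibition above the plate cutoff, the mean of all test compounds on that plate plus 3 SD, cut at about 35% in these data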;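 note: 0% = DMSO alone and 100% = 100 µM mitoxantrone as full dye displacement; higher means more dye released from RNA so lower well fluorescence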
UHRF1 MBD2 ctr – UHRF1 methylated DNA binding inhibitors, primary screen, counter-screen for MBD2 inhibitor project, biochemical, TR-FRET, human UHRF1, single concentration. E3 ubiquitin-protein ligase UHRF1 (Homo sapiens), Q96T88. UHRF1 binding to methylated oligo. inhibition, % at 4.4 µM. 370,000 compounds, 0.75% hits. AID 687016, 2013; in the data active = inhibition above about 21%;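 note: UHRF1 SRA domain binding a hemimethylated CpG hairpin DNA probe; 0% = median of test compound wells and 100% = reference inhibitor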
Target sequence (Q96T88 whole entry, looked up, the tested form may be a part): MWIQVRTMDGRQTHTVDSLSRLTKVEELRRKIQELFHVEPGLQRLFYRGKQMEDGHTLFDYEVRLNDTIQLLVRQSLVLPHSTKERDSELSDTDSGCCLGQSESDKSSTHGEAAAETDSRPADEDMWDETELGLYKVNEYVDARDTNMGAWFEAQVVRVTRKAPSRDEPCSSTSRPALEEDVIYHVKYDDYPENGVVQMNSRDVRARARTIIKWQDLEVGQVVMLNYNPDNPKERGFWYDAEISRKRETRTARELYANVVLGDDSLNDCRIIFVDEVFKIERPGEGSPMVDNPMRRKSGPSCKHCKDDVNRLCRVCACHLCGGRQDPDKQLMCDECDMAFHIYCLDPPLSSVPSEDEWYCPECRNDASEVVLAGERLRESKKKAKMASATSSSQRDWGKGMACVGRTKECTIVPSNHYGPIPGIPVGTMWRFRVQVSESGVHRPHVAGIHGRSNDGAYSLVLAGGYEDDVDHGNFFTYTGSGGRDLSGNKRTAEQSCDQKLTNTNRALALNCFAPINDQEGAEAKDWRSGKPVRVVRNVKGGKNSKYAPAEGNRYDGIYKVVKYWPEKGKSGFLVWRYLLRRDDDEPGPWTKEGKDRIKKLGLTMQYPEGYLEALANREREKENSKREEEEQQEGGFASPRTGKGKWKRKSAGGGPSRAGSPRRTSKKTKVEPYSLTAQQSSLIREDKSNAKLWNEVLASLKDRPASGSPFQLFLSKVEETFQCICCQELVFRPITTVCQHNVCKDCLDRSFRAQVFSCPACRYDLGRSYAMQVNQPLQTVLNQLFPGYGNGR
SIAE inh – human SIAE inhibitors, primary screen, biochemical, fluorescence polarization, FP-Rh probe, 1536-well HTS | SIAE FP-Rh probe binding | AID 1053197, 2014 | 370,000 compounds, 0.69% hits | Sialate O-acetylesterase (Homo sapiens), Q9HAT2 | inhibition, % at 9.66 µM;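 active = inhibition above a cutoff: mean of compounds within the control limits plus 3 SD of those, cut at about 17% in these data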;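 note: 0% = plate median of compound wells and 100% = probe without SIAE protein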
MBD2 inh – inhibitors of MBD2 binding to methylated DNA, primary screen, biochemical, TR-FRET, DNA-binding domain, human | Methyl-CpG-binding domain protein 2 (Homo sapiens), Q9UBB5 | MBD2 binding to methylated oligonucleotide | inhibition, % at 4.4 µM | 370,000 compounds, 0.31% hits | AID 686964, 2013; in the data active = inhibition above about 13%
GC-A act – GC-A stimulated cGMP production enhancers – HEK293 GC-A cells, cGMP TR-FRET, EC30 ANP, primary screen; Atrial natriuretic peptide receptor 1 (Homo sapiens), P16066; 0% at EC30 ANP, 100% saturating ANP; activation, % at 10 µM; 370,000 compounds, 0.14% hits; AID 1671463, 2021; in the data active = activation above about 40%
GC-B act – human GC-B receptor activators, primary screen, HEK293 GC-B cells, cGMP TR-FRET, EC30 CNP | Atrial natriuretic peptide receptor 2 (Homo sapiens), P20594 | 0% at EC30 CNP, 100% saturating CNP | activation, % at 10 µM | 370,000 compounds, 0.11% hits | AID 1920062, 2024;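 active = activation at 10 µM reaching about 35% in either raw or pattern-adjusted values, limit read from the data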
PRMT1 inh – PRMT1 methyltransferase inhibitors, primary screen, biochemical, fluorescence polarization; recombinant PRMT1, activity-based probe fluorescence polarization; Protein arginine N-methyltransferase 1 (Homo sapiens), Q99873; inhibition, % at 2.79 µM; 370,000 compounds, 1.3% hits;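 active = inhibition above about 21% made by adding two undisclosed values, limit read from the data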
mABHD4 FP – ABHD4 inhibitors, primary screen, biochemical, fluorescence polarization, mouse; (Lyso)-N-acylphosphatidylethanolamine lipase (Mus musculus), Q8VD66; purified mABHD4, FP-Rh probe fluorescence polarization; inhibition, % at 8.92 µM; 370,000 compounds, 0.54% hits; AID 720543, 2013;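 active = inhibition exceeding the mean over every tested compound plus 3 SD, cut at about 30% in these data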;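 note: 0% = plate median of compound wells and 100% = S159A mutant with DMSO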
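System: mouse ABHD4 enzyme, wild type / Medium: HEPES pH 7.0, NaCl, Pluronic buffer / Reagent: FP-Rh activity-based fluorescent probe / Control set: S159A mutant high control, sample median low control / Detection: fluorescence polarization with parallel and perpendicular emission, 525/598 nm / Schedule: 45 min + 60 min at 25 °C / Compound dosing: 8.92 µM, single dose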
TCR CD3 inh – inhibitors of human TCR-CD3 interaction, primary screen, biochemical, fluorescence, TAMRA-labeled TCR probe. T-cell receptor (TCR). inhibition, % at 9.4 µM. 360,000 compounds, 0.37% hits; in the data active = inhibition above about 19%;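 note: recombinant mutant TCR 2C K166C tagged with TAMRA read by polarization; 0% = receptor in buffer alone and 100% = receptor with positive control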
HTRA1 inhibitor – HTRA1 serine protease inhibitors, primary screen, biochemical, fluorescence polarization, HTS; Q92743; recombinant HTRA1, FP-rhodamine activity-based probe; inhibition, % at 5.96 µM; 340,000 compounds, 0.5% hits; in the data active = inhibition above about 36%;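 note: 0% = enzyme with DMSO and 100% = wells lacking enzyme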
The depositor's hits bear a star; . = not tested or not shown. These rows are one share of the data; rates above refer to the full screens.

smiles,MBD2 inh,GC-B act,SIAE inh,PRMT1 inh,GC-A act,TCR CD3 inh,UHRF1 MBD2 ctr,mABHD4 FP,rCAG binder,HTRA1 inhibitor
CC(=O)Nc1ccc(NC(=O)CSc2nc3ccccc3nc2N2CCC(C)CC2)cc1,-3,-4,-6,-6,-6,-13,1,-9,6,-4
COC/C=C/C1=CC2=CC(=O)C(C)(OC(=O)c3cnc4ccccc4n3)C(=O)C2=CN1CCOC (stereo unspecified),-5,-4,13,0,-3,4,-2,8,6,5
Cc1ccc(S(=O)(=O)Nc2ccc3ncccc3c2)cc1,-4,1,3,0,2,-4,3,-7,2,-9
C=CCN(c1ccc(OC)cc1)S(=O)(=O)c1ccc(Cl)c(C(=O)OCC(=O)c2c(N)n(C)c(=O)n(C)c2=O)c1,6,-5,-36,4,-1,-5,-1,-43,13,-49
Cc1ccc(NC(=O)CSc2nnc(Cc3csc(C)n3)o2)cc1,-5,-10,4,5,0,0,-1,1,6,1
COc1cc(-c2cc(NC(C)=O)c3ncc(-c4ccccc4)n3c2)cc(OC)c1OC,-7,29,0,5,25,6,-2,-1,9,.
CCOC(=O)[C@]12CCCC=C1N(Cc1ccco1)C(=O)[C@H](CC(=O)NCC13CC4CC(CC(C4)C1)C3)C2,2,5,-3,-5,2,4,-1,2,3,.
C=CCNC(=S)Nc1ccc(C)c(S(=O)(=O)N2CCCCC2)c1,0,-1,1,6,3,-2,3,-6,1,-6
CC(C)C(=O)Nc1nnc(Cc2ccccc2)s1,2,8,6,-2,3,-2,3,4,-5,2
O=C(COC(=O)/C=C/c1cccs1)NC1CC1,3,-2,-2,2,2,1,-1,4,-1,4
CCS(=O)(=O)N1CCCC(C(=O)NCCc2ccccc2)C1 (stereo unspecified),1,0,-3,-1,3,-7,0,6,-3,7
CC(C)(C)n1nnnc1C(c1cccs1)N1CCCc2ccccc21 (stereo unspecified),-1,4,-2,-3,-7,4,2,3,2,-9
CC(=O)Nc1cccc(C(=O)OCN2C(=O)c3ccccc3C2=O)c1,6,3,-1,4,3,-5,2,6,-3,0
CN(C)C(C)(C)C#CCCCCC#CC(C)(C)N(C)C,-1,0,-2,-1,5,5,0,8,-2,8
c1ccc(-c2nc3ccccc3c3nncn23)cc1,-4,-4,8,1,-9,4,-1,0,1,-1
Cc1c(CCO)c(=O)[nH]n1S(=O)(=O)c1cccc(C(F)(F)F)c1,0,1,-2,4,-3,-3,3,2,-4,-1
CCN(CCCNS(=O)(=O)c1cc(-c2cc(C)no2)ccc1C)Cc1ccccc1,2,-8,4,-1,-11,-4,5,3,-9,-6
Cc1cc(C)n(-c2nc3c(c(=O)[nH]c(=O)n3C)n2Cc2cccc(Br)c2)n1,8,-11,-4,-2,-16,-1,1,-1,-4,3
CC1(C(=O)Nc2cccc(Oc3ccccc3)c2)CCN1Cc1ccccc1Cl (stereo unspecified),-3,1,-2,5,4,0,1,-13,7,.
CCCC(c1nnnn1C1CCCCC1)N1CCN(c2ncccn2)CC1 (stereo unspecified),-7,3,0,-4,0,6,-1,5,-7,0
N#C/C(=C1\CCCN1)c1ccc2ccccc2n1,-3,-19,0,1,-10,3,-3,-1,2,-5
CCc1ccc(N(CC(=O)O)S(=O)(=O)c2c(C)noc2C)cc1,-1,2,1,1,2,-3,2,4,2,3
COc1ccc(-n2nc(C(=O)NCC(=O)NCc3ccco3)c3ccccc3c2=O)c(OC)c1,-1,1,1,-3,-2,-2,0,2,-1,-3
Cc1ccc(NC(=O)c2cnn(-c3ccccc3)c2C)cc1C,1,6,-6,0,2,-8,0,-6,-2,-17
Cc1cc(C)cc(C(=O)OCCCN(C)C2CN(Cc3cn(Cc4ccccc4F)nn3)S(=O)(=O)C2)c1 (stereo unspecified),11,1,2,2,-1,.,15,0,5,.
CC1CCN(C(=S)c2cccc(O)c2)CC1,2,0,2,3,6,4,-1,1,0,-4
COc1cc(NS(=O)(=O)c2ccc(NS(=O)(=O)c3ccccc3)cc2)nc(OC)n1,5,4,4,-2,-1,3,-2,5,0,-2
CC(NCCC1(C(C)C)CCOC(C)(C)C1)c1cccs1 (stereo unspecified),0,2,2,4,-4,-5,0,6,-5,9
Cc1ccc(S(=O)(=O)NC(=O)Nc2nnc(C3CC3)s2)cc1,4,6,-4,-3,-3,6,-1,-1,5,5
O=C(CCl)c1cc2c3c(c1)CC(=O)N3CCC2,-3,-3,1,8,12,-4,-1,3,2,-3
CC(C)Cn1c(N)c(C(=O)COC(=O)CC23CC4CC(CC(C4)C2)C3)c(=O)n(C)c1=O,-1,4,-20,-3,-5,5,-2,-9,5,-15
CCCS(=O)(=O)NC(=O)C1(C)CCCN(C(=O)c2ccc(C(F)(F)F)nc2C)C1 (stereo unspecified),1,-1,-3,3,0,-9,2,-2,0,.
COc1ccc(OC)c(C(=O)COC(=O)c2ccc([N+](=O)[O-])o2)c1,-8,-16,5,-2,-3,-2,-4,-8,1,5
CC1=C(C(=O)Nc2ccccc2)C(c2ccc(Cl)cc2)n2c(s/c(=C/c3cccc(OCC(=O)O)c3)c2=O)=N1 (stereo unspecified),3,-1,-35,26*,-7,8,-1,-38,67*,-45
CCc1sc(-c2c(C#N)c(N)nc3c2CCCCCC3)cc1[N+](=O)[O-],0,6,5,-1,-26,4,-1,-6,-1,0
O=C(O)/C=C\C(=O)Nc1ccc(OC(F)F)cc1,3,0,1,1,2,3,2,3,-3,-6
Oc1ccc2ccccc2c1N=Nc1ccc(F)cc1,0,-5,-14,0,-3,-2,0,-4,5,8
Cc1ccc(S(=O)(=O)Cn2nnnc2C(C(C)C)N2CCSCC2)cc1 (stereo unspecified),-5,-2,3,2,0,2,-6,-2,-1,-11
CC1CCCC(NC(=O)c2ccc(COc3ccccc3)o2)C1C (stereo unspecified),-2,-5,4,-5,-2,3,0,-13,-5,-11
CCC(NC(=O)c1ccc([N+](=O)[O-])cc1[N+](=O)[O-])c1ccccc1 (stereo unspecified),1,-4,1,-1,2,4,6,4,0,4

One compound at a time, from the list above.
CCC(NC(=O)c1ccc([N+](=O)[O-])cc1[N+](=O)[O-])c1ccccc1 (stereo unspecified) in the list: MBD2 inh: 1; GC-B act: -4; SIAE inh: 1; PRMT1 inh: -1; GC-A act: 2; TCR CD3 inh: 4; UHRF1 MBD2 ctr: 6; mABHD4 FP: 4; rCAG binder: 0; HTRA1 inhibitor: 4
Oc1ccc2ccccc2c1N=Nc1ccc(F)cc1 in the list: MBD2 inh: 0; GC-B act: -5; SIAE inh: -14; PRMT1 inh: 0; GC-A act: -3; TCR CD3 inh: -2; UHRF1 MBD2 ctr: 0; mABHD4 FP: -4; rCAG binder: 5; HTRA1 inhibitor: 8

Further structures:
smiles,MBD2 inh,GC-B act,SIAE inh,PRMT1 inh,GC-A act,TCR CD3 inh,UHRF1 MBD2 ctr,mABHD4 FP,rCAG binder,HTRA1 inhibitor
Cc1ccnc(NC(=O)c2ccc(Cl)c(S(=O)(=O)N3CCCC3)c2)c1,-1,2,7,-2,4,-2,-2,5,-4,-14
N#Cc1cccc(C(=O)C(=O)N2CCN(C(=O)OCc3ccccc3)CC2)c1,3,-1,-4,-6,0,-1,3,-2,1,.
CCOC(=O)c1cc(-c2ccco2)nn1-c1ccc(C)cc1,-1,-5,-1,3,-3,2,-1,3,4,-25
N#Cc1cnn2c(C(F)(F)F)c3c(nc12)CCCC3,2,5,5,-2,0,4,0,-2,-1,-8
CN(Cc1ccccc1)S(=O)(=O)c1ccc(Cl)c(C(=O)OCC(=O)NC2CCS(=O)(=O)C2)c1 (stereo unspecified),2,-4,-1,-1,0,-2,-4,-5,-3,-6
Nc1c(Br)cc2oc(-c3ccccc3)nc2c1Br,-5,-8,-5,0,7,8,0,5,4,1
COCCN(CCOC)S(=O)(=O)c1ccc(Cl)nc1,-2,-2,0,-2,0,-5,-2,4,-1,4
N#CCCN(C(=O)COC(=O)CCN=C1NS(=O)(=O)c2ccccc21)c1ccc(F)cc1,1,-4,4,-5,-2,2,-2,5,-2,1
O=C(NCCN1C(=O)S/C(=C\c2ccc(Cl)c([N+](=O)[O-])c2)C1=O)C1=COCCO1,-4,6,-1,1,11,7,-6,4,5,-9
COc1cc(/C=N/NC(=O)C2COc3ccccc3O2)ccc1O (stereo unspecified),0,0,20*,4,-3,0,-2,3,-2,3
CCOC(=O)[C@]12CCCC=C1N(Cc1ccccc1)C(=O)[C@H](CC(=O)NCc1cccs1)C2,-3,5,8,-5,-2,-4,1,-3,-1,.
O=C(O)CC(NS(=O)(=O)c1ccc(Br)cc1)c1ccco1 (stereo unspecified),-1,-2,0,0,1,2,0,7,1,-6
COCCn1cnnc1SCC(=O)Nc1ccc(Br)cc1F,0,6,2,-3,3,7,2,3,0,-6
Cc1ccc(Cn2ccc(NC(=O)c3cc(-c4ccco4)on3)n2)cc1,1,3,-12,-2,4,-14,-1,-31,3,-75
OC(c1ccc(F)cc1)c1ncc(-c2ccccc2F)[nH]1 (stereo unspecified),-5,-5,3,0,5,2,0,-2,0,.
